CHRM5 agonist: human M5 muscarinic receptor agonists, primary screen, CHO-K1 cells, Fluo-8 calcium fluorescence; AID 624037, 2012; Muscarinic acetylcholine receptor M5 (Homo sapiens), P08912; 360,000 compounds, 0.19% hits; CHO-K1 hM5 cells; 0% DMSO wells, 100% maximal acetylcholine response; activation, % at 3 µM;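 active means activation above the run's mean over test compounds plus 3 SD, cut at about 23% in these data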;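 further: signal is peak over basal fluorescence ratio across the kinetic read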
M4 PAM: human M4 muscarinic receptor positive allosteric modulators, primary screen, CHO-K1 cells, Fluo-8 calcium fluorescence; activation, % at 3 µM; CHO-K1 hM4/Gqi5, ACh EC20; 0% = ACh EC20, 100% = maximal ACh; 360,000 compounds, 0.4% hits; Muscarinic acetylcholine receptor M4 (Homo sapiens), P08173;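 active means activation above its plate's cutoff, the mean activation of sample wells plus 3 SD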; further: some results filed as inactive read as strong as hits
Target sequence (P08173 whole entry, looked up): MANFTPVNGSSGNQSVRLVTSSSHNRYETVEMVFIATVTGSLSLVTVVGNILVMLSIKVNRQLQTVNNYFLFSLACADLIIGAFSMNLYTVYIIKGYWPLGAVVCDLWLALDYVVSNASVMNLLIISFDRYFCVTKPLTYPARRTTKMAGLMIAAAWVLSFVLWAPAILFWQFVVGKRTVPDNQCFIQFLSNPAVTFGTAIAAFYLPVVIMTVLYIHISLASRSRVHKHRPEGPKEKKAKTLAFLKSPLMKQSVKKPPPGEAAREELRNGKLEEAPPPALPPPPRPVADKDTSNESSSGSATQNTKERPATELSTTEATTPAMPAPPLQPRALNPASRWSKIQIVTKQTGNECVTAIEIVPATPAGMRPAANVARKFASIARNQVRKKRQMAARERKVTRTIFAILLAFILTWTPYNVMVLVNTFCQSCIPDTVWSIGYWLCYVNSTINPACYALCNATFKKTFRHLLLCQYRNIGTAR
TAAR1 ag: human TAAR1 agonists, primary screen, Fluo-8 calcium fluorescence, CHO RD-HGA16 cells | Trace amine-associated receptor 1 (Homo sapiens), Q96RJ0 | vehicle wells 0%, saturating PEA agonist 100% | activation, % at 3 µM | 360,000 compounds, 0.99% hits | AID 624467, 2012;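 active means activation above the mean activation of all test compounds in the run plus 3 SD, cut at about 38% in these data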
Target sequence (Q96RJ0 whole entry, looked up): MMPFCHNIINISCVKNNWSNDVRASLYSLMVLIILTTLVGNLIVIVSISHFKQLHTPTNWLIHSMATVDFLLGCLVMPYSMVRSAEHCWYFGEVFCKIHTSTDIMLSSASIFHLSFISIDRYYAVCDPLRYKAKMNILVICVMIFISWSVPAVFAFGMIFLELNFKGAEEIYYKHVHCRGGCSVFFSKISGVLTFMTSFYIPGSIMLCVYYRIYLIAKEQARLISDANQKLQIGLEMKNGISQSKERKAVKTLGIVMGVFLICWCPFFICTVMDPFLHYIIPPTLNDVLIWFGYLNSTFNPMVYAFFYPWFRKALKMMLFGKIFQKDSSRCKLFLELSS
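Assay system – CHO-derived RD-HGA16 cells with stable Gα16 and human TAAR1 · Compound dosing – one-point dosing at 3 µM (nominal) · Incubation – 17-24 h seeding, 75 min 37 °C dye, 30 min RT · Measured by – kinetic Fluo-8 calcium fluorescence · Control set – DMSO vehicle as 0%, PEA at EC100 as 100% · Repeats – single well for each compound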
M1 PAM parental: nonselective calcium activators in parental CHO-K1 cells, primary screen, counter-screen for M1 PAM project, cell-based, Fluo-8 calcium fluorescence, full deck, 1536-well. ATP EC20; 0% at ATP EC20, 100% at ATP max. AID 602247, 2012. activation, % at 3 µM. 360,000 compounds, 0.02% hits;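 active means activation above the run cutoff, the mean activation of all test compounds plus 3 SD, cut at about 40% in these data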;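 further: peak over basal fluorescence ratio in a 140 s read after ATP addition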
TAAR1 antag: human TAAR1 antagonists, primary screen, Fluo-8 calcium fluorescence, CHO RD-HGA16 cells; Trace amine-associated receptor 1 (Homo sapiens), Q96RJ0; antagonist; inhibition, % at 3 µM; 360,000 compounds, 1.5% hits; AID 624466, 2012;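 active means inhibition above a per-plate cutoff, the mean inhibition of test compounds on that plate plus 3 SD, cut at about 49% in these data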;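 further: 0% = DMSO plus EC80 beta-PEA response and 100% = DMSO alone without agonist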
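System: CHO RD-HGA16 cells bearing hTAAR1. Reagent: EC80 β-phenethylamine stimulus. Schedule: seeding 17-24 h prior, 75-min 37 °C, 30-min RT dye loading. Signal: Fluo-8 intracellular calcium dye fluorescence, real-time kinetic reads. Read-out: % inhibition from peak post-agonist over basal fluorescence ratio. Benchmarks: vehicle wells and EC80 agonist wells. Replicates: n of 1.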
CRFBP-R2 block: antagonists of CRF-BP/CRF-R2 complex, primary screen, cell-based, HEK293, calcium dye fluorescence, uHTS | CRF-induced calcium fluorescence | inhibition, % at 11.8 µM | 350,000 compounds, 0.59% hits | AID 588475, 2011;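 active means inhibition of the ligand-induced calcium signal above about 50% at the single tested concentration, limit read from the data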
CHRM5 antagonist: human M5 muscarinic receptor antagonists, primary screen, CHO cells, Fluo-8 calcium fluorescence. Muscarinic acetylcholine receptor M5 (Homo sapiens), P08912. CHO-hM5 cells, ACh EC80. inhibition, % at 3 µM. 360,000 compounds, 0.59% hits. AID 624040, 2012;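 active means inhibition above a per-plate cutoff, the mean of that plate's test compounds plus 3 SD, cut at about 27% in these data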;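 further: 0% = acetylcholine EC80 with DMSO and 100% = DMSO without agonist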
M5 PAM: human M5 muscarinic receptor positive allosteric modulators, primary screen, CHO-K1 cells, Fluo-8 calcium fluorescence; activation, % at 3 µM; CHO-K1 hM5, ACh EC20 PAM; 0% = ACh EC20, 100% = ACh EC100; 360,000 compounds, 0.3% hits; Muscarinic acetylcholine receptor M5 (Homo sapiens), P08912;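 active means activation above the run cutoff, the mean activation of all test compounds plus 3 SD, cut at about 18% in these data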
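Assay system: CHO-K1 hM5 cells. Also added: acetylcholine at EC20 concentration, added after compound. Dosing: 3 µM, single dose. Times: compound preincubation 140 s before EC20 acetylcholine addition. Signal: Fluo-8 calcium fluorescence. Measure: % activation relative to EC20 and EC100 ACh responses. Repeats: singlicate, one well per test compound.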
CRFBP-R2 agonist: agonists of CRF-BP/CRF-R2 complex, primary screen, cell-based, HEK293, calcium dye fluorescence, uHTS | 350,000 compounds, 0.46% hits | CRF-binding protein / CRF receptor 2 complex (human) | calcium dye fluorescence (FLIPR); percent of saturating CRF peptide response | AID 588473, 2011 | activation, % at 13.2 µM;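 active means activation of at least 50%, plus an integration ratio under a set limit after plate pattern correction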;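 further: plate controls were neutral control wells without compound for no effect and CRF at EC100 for full effect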
Active calls of the source: *; & = joins results of further samples; ! = repeats disagree. Random draw from the library, and some 4.2% of all compounds hit somewhere here.

SMILES	CHRM5 agonist	M4 PAM	TAAR1 ag	M1 PAM parental	TAAR1 antag	CRFBP-R2 block	CHRM5 antagonist	M5 PAM	CRFBP-R2 agonist
Cc1ccc(-c2cc3cccc[n+]3cc2-c2ccc(C)cc2)cc1	-6	-18	-1	17	-1	6	12	-9	-0.8
CCOc1ccccc1NC(=O)NCCc1c[nH]c2ccccc12	-2	-2	0	17	12	-10	3	-2	0.9
CC(C(=O)NCCCn1ccnc1)(c1ccccc1)c1ccccc1	-21	-9	4	15	-4	9	13	-18	-0.3
[O-][N+]1=c2ccc(Nc3ccccc3)cc2=NC12CCCCC2	-1	-3	6	10	3	34	8	0	-1.0
C=C1CCC[C@]2(C)C[C@H]3OC(=O)C(CNCC(OC)OC)[C@H]3CC12 (stereo not given in full)	-2	1	1	10	-4	-3	8	1	-1.5
CCOc1ccc(CCNC(=O)COC(=O)c2cccs2)cc1OCC	-5	8	-2	22	4	-5	0	-1	-2.0
Cc1ccc(NC(=O)CN2C(=O)NC(C)(C3CC3)C2=O)c([N+](=O)[O-])c1 (stereo not given)	1	6	4	5	-13	5	-3	9	2.8
CN1CCN(CCNC(=O)c2ccc(CS(=O)c3ccc(Br)cc3)o2)CC1 (stereo not given)	-2	2	0	-10	-9	8	-4	-1	0.2
O=C(N/N=C\c1ccc(OC(=O)c2cccs2)cc1)c1ccc(Cl)cc1	-1	-4	2	16	3	2	5	1	-1.8
CCOC(=O)N1CCN(Cc2nc(-c3cccc(C)c3)no2)CC1	8	-6	9	2	-2	-5	8	-7	-0.4
Cc1ccc(NC(=O)COC(=O)c2ccc3c(=O)n4c(nc3c2)CCC4)c(Br)c1	1	2	0	13	5	1	-3	2	-0.3
Cc1cccc(C(=O)NCc2nnc(SCc3ccc(F)cc3)n2C)c1	-1	-4	7	4	-9	15	-11	-1	-1.1
COc1ccc2cc(C(C)C(=O)NC3CCC(O)CC3)ccc2c1 (stereo not given)	-1	3	0	20	-1	7	10	-1	-0.6
O=C(CNC(=O)c1cccs1)NCC(=O)OCc1ccc(Cl)cc1Cl	1	-6	0	-1	-12	27	1	7	-1.2
CCOC(=O)C(NC(C)=O)C(=O)O (stereo not given)	0	-2	6	14	2	-14	-5	3	1.2
COCCNc1ncnc2c1nc1n2CCCC1	-5	3	1	-1	-9	2	7	0	7.5
O=C(CCNC(=O)c1ccc(Br)cc1)NCC1CCCO1 (stereo not given)	2	7	2	15	-5	11	4	2	-0.3
COc1ccc(CNC(=O)c2cc(=O)c3ccc(C)c(C)c3o2)cc1	-2	-1	1	-7	3	8	-2	3	-0.1
COc1ccc(F)cc1C(=O)C1CCCN(C(=O)C2=C(C)OCCO2)C1 (stereo not given)	0	0	8	-6	-5	-4	13	-9	1.3
CCOc1ccc(NC(=O)CN(C)C(=O)CSCc2ccc(C)cc2)cc1OCC	1	15	8	2	32	2	10	-18	-0.5
CCc1nn(CC(=O)NCCN2CCOCC2)c(=O)c2cc3c(OC)cccc3n12	-8	-5	-2	-1	-19	32	12	-1	-2.3
CCOC(=O)c1ccc(NC(=O)c2nc[nH]c2C(=O)NC)cc1	2	2	13	-18	18	5	10	-3	-0.8
CC1(C)CC(=O)C2=C(C1)OC1=C(C(=O)CC(C)(C)C1)C2c1ccccc1	0	-1	0	3	-16	-2	-4	1	0.4
COc1ccc(CCN(C)c2ccc(S(=O)(=O)N3CCCC3)cn2)cc1OC	-5	0	0	15	-11	1	3	2	-2.7
Cc1ccc2nc(N(CCN(C)C)C(=O)C3=COCCO3)sc2c1	-3	-3	3	7	0	0	-6	0	-0.5
CCN(CC(=O)Nc1c(F)cccc1F)C(=O)C1CC1C (stereo not given)	0	1	15	-24	-38	0	3	-3	0.0
O=C(Cc1coc2cc3c(cc12)CCC3)OCC(=O)N1CCCC1=O	-6	-6	4	8	-18	1	9	-8	-3.2
Cc1cc(Nc2ccc(O)cc2)n2c(nc3ccccc32)c1C#N	-5	4	9	11	-22	-6	8	3	3.3
CC(=O)c1ccc(NC(=O)Cn2nc(C)cc2C)cc1	-1	1	5	-8	2	-3	8	-2	-1.9
CCOc1ccccc1NC(=O)CCNC(=O)Cn1ccc2ccccc2c1=O	0	-5	7	-8	-9	4	9	-1	1.1
CN(CCc1ccccc1)C(=O)c1cccc(NC(=O)Cc2cccc(NC(=O)C3CCCN(C(=O)C4CC4)C3)c2)c1 (stereo not given)	-2	-2	-1	-2	13	8	3	-4	-5.9
CCNC(=O)C(=O)NCC(c1ccc2c(c1)OCO2)N1CCOCC1 (stereo not given)	-3	4	1	0	-25	0	4	1	1.1
Cc1cc(F)ccc1S(=O)(=O)Nc1ccc(C(=O)N2CCCCCC2)cc1	1	-3	8	1	-4	4	-1	-1	-1.0
CN(C)S(=O)(=O)c1ccc(/C(O)=C2/C(=O)C(=O)N(Cc3cccnc3)C2c2cccs2)cc1 (stereo not given)	-2	0	-1	7	4	4	-6	-4	-1.4
CCN(CC)S(=O)(=O)c1ccc(/C=C/C(=O)NC2CCCCC2)cc1	0	-7	-3	9	5	3	10	-3	-0.3
COC(=O)c1c(NC(=O)c2ccco2)sc(C(=O)N(C)C)c1C	1	4	6	19	-2	-3	-4	8	0.7
COC(=O)CN1C(c2ccccc2O)Nc2ccc(Br)cc2C1c1ccccc1 (stereo not given)	-2	0	3	16	-8	-2	5	-4	0.3
Cc1cccc2cc(CN(CC3CCCO3)C(=O)c3ccco3)c(=O)[nH]c12 (stereo not given)	-7	-4	7	5	-8	-5	-1	5	3.3
Cc1cc(Cl)ccc1OCC(=O)N1CCCCC1	-1	-2	9	-2	-5	-3	2	-1	0.3
Cc1nc(NCCc2ccc(S(N)(=O)=O)cc2)c2c(C)c(C)sc2n1	3	-5	8	5	21	6	10	-8	-3.3

3 compounds already listed, ordered by their value in CRFBP-R2 block, low to high.
| Structure | CRFBP-R2 block |
| --- | --- |
| Cc1cc(Cl)ccc1OCC(=O)N1CCCCC1 | -3 |
| Cc1ccc2nc(N(CCN(C)C)C(=O)C3=COCCO3)sc2c1 | 0 |
| O=C(Cc1coc2cc3c(cc12)CCC3)OCC(=O)N1CCCC1=O | 1 |

More results.
SMILES	CHRM5 agonist	M4 PAM	TAAR1 ag	M1 PAM parental	TAAR1 antag	CRFBP-R2 block	CHRM5 antagonist	M5 PAM	CRFBP-R2 agonist
O=C(CNS(=O)(=O)c1ccccc1)NCC(=O)N1CCCCC1	0	4	4	15	6	-6	1	2	-0.7
O=C(Nc1ccc2ccccc2c1)c1ccc2[nH]c(=O)c(=O)[nH]c2c1	-2	-8	3	12	8	-26	16	-4	10
COCCCNC(=O)CN(c1ccc(OC)cc1)S(=O)(=O)c1ccc(NC(C)=O)cc1	0	-1	15	3	-1	8	-3	2	-0.1
Cc1nc(SCC(=O)Nc2c(C)n(C)n(-c3ccccc3)c2=O)[nH]c(=O)c1Cc1ccccc1	0	5	18	3	-17	-4	-1	7	0.6
O=C(O)C1C(c2ccccc2)C(C(=O)OCCCO)C1c1ccccc1 (stereo not given)	0	10	8	0	-20	26	1	0	0.5
COc1ccc(C(=O)Nc2ccc(C(=O)OCC(=O)c3cccc4ccccc34)cc2)cc1	-1	1	4	10	-8	19	6	0	-0.7
CCN1C[C@@H]2[C@@H]3C(=O)N(Cc4ccccc4)C(=O)[C@@H]3[C@](CC)(C1=O)N2C(=O)c1ccc(C(F)(F)F)cc1	1	1	3	8	-8	-7	12	-6	0.2
Cc1cccc(C(=O)NC(=S)Nc2ccc(N3CCOCC3)cc2)c1	3	13	3	-7	-15	-24	-4	6	-0.9
CCc1nn(CC(=O)N2CCN(c3ccc(F)cc3)CC2)c(=O)c2cc3occc3n12	0	5	14	24	-9	-5	0	6	-0.3
COc1cccc(C(=O)NC2CCN(CC(=O)NCc3ccccc3F)CC2)c1	0	1	5	10	1	0	7	0	0.4
O=C(Cn1cc(C(F)(F)F)cc(Cl)c1=O)NCCc1ccc(Cl)cc1Cl	2	5	1	10	-24	0	-5	6	2.6
Cc1nc(N)sc1C(=O)N/N=C/c1c[nH]c2ccccc12	2	5	0	9	-13	-20	10	-8	0.8
Cc1ccc(NS(=O)(=O)c2ccc3c(c2)CCC(=O)N3)cc1C	2&-3	-2&3	3&-3	16&9	103*!	2	8&7	-8&-7	-4.8
NC(=O)COC(=O)c1ccc(Cl)c(S(=O)(=O)N2CCN(c3ccc(F)cc3)CC2)c1	-3	-9	10	-2	12	-13	1	-10	-1.3
CCC(=O)Nc1cccc(NC(=S)NC(=O)c2ccccc2)c1	0	-2	8	0	2	-5	10	-7	-0.9
CN(C)c1ccnc2sc(C(=O)NCc3ccccc3)c(N)c12	-1	2	1	19	15	3	5	-4	-0.2
CCCc1cc2c(=O)c(-c3ccc4c(c3)OCCO4)c(C)oc2cc1OS(C)(=O)=O	-7	-6	3	16	16	27	6	-7	0.3
CC(C)N(C(=S)NCc1ccccc1)c1ccccc1	-6	6	3	14	1	2	-7	-4	-5.6
COc1ccc(-c2nn3c(-c4ccco4)nnc3s2)cc1OC	1	-3	1	20	-5	1	-2	3	-0.1
CC12CCC(C(=O)Nc3ccccc3Cl)(C(Br)C1=O)C2(C)C (stereo not given)	-4	10	3	19	-22	-10	-5	0	-1.1
COC(=O)[C@@]1(Cc2ccc(F)cc2)[C@H]2c3cc(C(=O)N(C)C)n(CCc4ccc(OC)c(Br)c4)c3C[C@H]2CN1C(=O)c1ccccc1	3	9	35	7	8	11	11	-1	5.0
CC(C)c1ccc(NC(=O)C2CC(=O)Nc3nc4ccccc4n32)cc1 (stereo not given)	-6	20	1	16	-18	-7	11	4	0.8
COc1ccc(-n2nc(C(=O)c3cccs3)cc(-c3nc4ccccc4[nH]3)c2=N)cc1	-1	-7	3	4	9	0	7	-9	15

Assay outcomes as filed in PubChem BioAssay.
